# zVAD death inh: inhibitors of zVAD-triggered necroptosis, primary screen, L929 cells. viability rescue, % at 10 µM. AID 1377, 2008. 220,000 compounds, 0.38% hits. L929 zVAD necroptosis rescue, ATP luminescence, 24 h; with zVAD 60 µM;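 active means activation, scaled between plate controls, above about 75%, limit read from the data; inactive means activation under that limit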;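 further: 0% = zVAD with DMSO and 100% = DMSO alone without zVAD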
# Runt-CBFb FRET: inhibitors of RUNX1 Runt–CBFb binding, primary screen, biochemical, FRET, Cerulean-Runt, Venus-CBFb, uHTS. AID 1496, 2009. Cerulean-Runt/Venus-CBFb FRET ratio 530/480, 1 h. 220,000 compounds, 0.46% hits. inhibition, % at 20 µM;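 active means inhibition over about 50% at 20 µM in the single-dose screen, limit read from the data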;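 further: 0% = DMSO wells and 100% = excess unlabeled CBFb competitor control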
#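 Assay system: Cerulean-Runt domain fusion protein, energy donor; Signal: fluorescence energy transfer, 422 nm excitation, 530/480 nm emission; Timing: 1 h compound exposure, room temperature; Control set: unlabeled CBFb; Medium: Tris buffer pH 7.5 with salts and BSA; Compound: single test concentration of 20 µM, 1% DMSO final; Probe or stimulus: Venus-CBFb 100 nM.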
# MDM2 E3 inh: MDM2-luciferase reporter signal enhancers, primary screen, MDM2 E3 ligase inhibitor project, cell-based, luminescence, 1536-well | cell-based MDM2 ubiquitination luciferase reporter, 2 h; 0 = plate control, 100 = twice control, blank-subtracted | 210,000 compounds, 0.11% hits | E3 ubiquitin-protein ligase Mdm2 (Homo sapiens), Q00987 | AID 1230, 2008 | signal enhancement, % at 5 µM;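 active means signal enhancement of 30% or more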;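 further: luminescence tracks abundance of the self-degrading MDM2-luciferase fusion protein; higher signal means inhibition of MDM2 E3 ligase activity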
# Target sequence (Q00987 whole entry, looked up, the tested form may be a part): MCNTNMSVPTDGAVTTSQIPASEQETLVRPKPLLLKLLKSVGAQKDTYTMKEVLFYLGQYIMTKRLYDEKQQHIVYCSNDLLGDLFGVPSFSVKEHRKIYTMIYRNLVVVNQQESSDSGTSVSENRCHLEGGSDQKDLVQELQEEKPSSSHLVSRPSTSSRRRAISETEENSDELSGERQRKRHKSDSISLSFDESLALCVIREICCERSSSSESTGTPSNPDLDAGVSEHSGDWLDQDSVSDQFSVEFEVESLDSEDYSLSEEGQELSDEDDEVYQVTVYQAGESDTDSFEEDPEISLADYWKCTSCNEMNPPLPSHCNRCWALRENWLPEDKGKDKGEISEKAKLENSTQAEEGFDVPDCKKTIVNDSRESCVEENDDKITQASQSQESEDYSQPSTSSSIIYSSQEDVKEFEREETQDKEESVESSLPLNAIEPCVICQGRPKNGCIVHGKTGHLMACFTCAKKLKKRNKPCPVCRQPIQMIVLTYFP
#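 Test system: stable mammalian line carrying autodegrading MDM2–luciferase fusion reporter; quantity: 2000 cells in each well; times: 4 h cell settling then 2 h compound exposure, 37 °C; detection: luminescence with SteadyLite reagent, 15 min at room temperature; evaluation: percent signal gain over controls, blank-subtracted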
# Hck Nef HTS: inhibitors of Nef-activated human Hck kinase, primary screen, biochemical, Z-Lyte FRET, 384-well, Hck-YEEI; Tyrosine-protein kinase HCK (Homo sapiens), P08631; inhibition, % at 20 µM; 220,000 compounds, 0.68% hits; Recombinant Hck-YEEI plus Nef, Z-Lyte FRET kinase assay;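 active means Hck-Nef kinase inhibition above about 50%, limit read from the data; inactive means inhibition below that limit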;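 further: 0% = DMSO with Hck plus Nef and 100% = Hck alone without Nef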
# p47phox inh: p47phox/p22phox peptide binding inhibitors, primary screen, biochemical, uHTS, NADPH oxidase regulatory subunit. Neutrophil cytosol factor 1 (Homo sapiens), P14598. inhibition, % at 24.7 µM. fluorescence polarization, 2 h. 220,000 compounds, 0.53% hits. AID 1274, 2008;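 active means inhibition above about 30%, limit read from the data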;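 further: 0% = p47phox with labelled peptide and 100% = labelled peptide alone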
# EBV gp42 inh: Epstein-Barr virus gp42 inhibitors, primary screen, biochemical, uHTS, fluorescence polarization; Glycoprotein 42 (Epstein-Barr virus (strain AG876)), Q1HVG2; Fluorescence polarization binding assay, mP read-out; inhibition, % (tested at 21.74 µM); 220,000 compounds, 0.42% hits; AID 1085, 2008; in the data active means inhibition above about 50%
# Target sequence (Q1HVG2 whole entry, looked up): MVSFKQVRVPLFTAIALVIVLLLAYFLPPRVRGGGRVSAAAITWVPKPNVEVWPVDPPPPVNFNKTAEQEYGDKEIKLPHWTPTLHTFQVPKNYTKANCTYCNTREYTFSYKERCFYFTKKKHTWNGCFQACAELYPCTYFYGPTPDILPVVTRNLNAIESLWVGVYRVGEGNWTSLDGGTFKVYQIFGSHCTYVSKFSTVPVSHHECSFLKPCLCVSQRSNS
# Tb hexokinase: Trypanosoma brucei hexokinase 1 inhibitors, primary screen, biochemical, G6PDH-coupled NADH absorbance, MLSCN library; hexokinase 1 [Trypanosoma brucei]; inhibition, % at 10 µM; 220,000 compounds, 0.11% hits; AID 1430, 2008; recombinant TbHK1, G6PDH-coupled NADH A340;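 active means inhibition of 50% or more in the single-dose primary screen; inactive means inhibition below 50%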
# Runt-SMMHC FRET: inhibitors of RUNX1 Runt–CBFb-SMMHC binding, primary screen, biochemical, FRET, Cerulean-Runt, Venus-CBFb-SMMHC, uHTS. Runt-related transcription factor 1 (Homo sapiens) + Core-binding factor subunit beta …. Cerulean-Runt/Venus-CBFb-SMMHC FRET ratio 530/480, 1 h. inhibition, % at 20 µM. 220,000 compounds, 0.74% hits. AID 1434, 2008;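 active means mean inhibition across duplicate retests at 20 µM reaching about 50%, limit read from the data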;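 further: 0% = DMSO wells and 100% = wells with excess untagged CBFb-SMMHC; inhibitors lower the FRET ratio by blocking Runt binding to CBFb-SMMHC; some results filed as inactive read as strong as hits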
# 14-3-3 Bad inh: inhibitors of 14-3-3 zeta/Bad binding, primary screen, biochemical, TR-FRET, bovine 14-3-3 zeta; inhibition, % at 21.7 µM; TR-FRET 14-3-3zeta/Dy647-pBad peptide displacement, 1 h; 14-3-3 protein zeta/delta (Bos taurus), P63103; 220,000 compounds, 0.71% hits; AID 781, 2007;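 active means inhibition above about 70%, limit read from the data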;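 further: 0% = full 14-3-3 plus peptide FRET controls and 100% = background without 14-3-3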
# Target sequence (P63103 whole entry, looked up): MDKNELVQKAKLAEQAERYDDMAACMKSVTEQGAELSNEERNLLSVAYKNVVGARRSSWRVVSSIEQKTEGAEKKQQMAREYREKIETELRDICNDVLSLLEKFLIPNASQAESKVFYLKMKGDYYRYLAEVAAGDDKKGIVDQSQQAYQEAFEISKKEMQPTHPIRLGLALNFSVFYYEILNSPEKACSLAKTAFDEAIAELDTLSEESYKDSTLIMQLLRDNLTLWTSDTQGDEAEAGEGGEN
# * = called active by the depositor; / = not tested or not shown; [ ] = dose if it differs, or a comment.
SMILES,zVAD death inh,Runt-CBFb FRET,MDM2 E3 inh,Hck Nef HTS,p47phox inh,EBV gp42 inh,Tb hexokinase,Runt-SMMHC FRET,14-3-3 Bad inh
CCOC(=O)Cn1c(=NC(=O)CC)sc2c(C)cc(C)cc21,1.4,-0.5,-9.8,13.4,-0.1,-3.5,-1.1,-0.9,-7.4
O=C1N/C(=C/c2ccc(N3CCCC3)cc2)C(=O)N1c1ccccc1,0.3,-41.6,-8.0,3.2,4.5,-69.4,-12.0,-72.8,-1.6
COC(=O)c1sc2nc(CN3CCN(c4cccc(C(F)(F)F)c4)CC3)[nH]c(=O)c2c1C,0.1,-7.2,-13.9,2.8,-82.9,-63.6,-6.7,-4.8,-3.8[fluorescence artefact?]
CC(C)(C)C(=O)Nc1ccc(C(=O)NNC(=O)c2ccccc2)cc1,3.0,-0.7,-16.5,-8.3,6.4,3.1,0.1,-3.3,-2.9
COc1ccc(OCC(=O)Nc2ccc3c(c2)nc(CCN2CCOCC2)n3C)cc1,0.5,-1.9,-1.5,0.6,-17.1,-32.0,-1.6,3.3,-12.4[fluorescence artefact?]
Cc1csc(OCc2ccc(C#N)cc2)n1,0.2,-1.9,-6.8,0.1,-1.1,1.7,0.0,2.7,-0.3[fluorescence artefact?]
CC(C)C(=O)N1CCN(c2ccccc2NC(=O)Cc2ccc(Cl)cc2)CC1,-0.3,-1.4,-29.0,-3.3,-5.8,-7.9,-5.6,1.8,0.1
CCC(C)c1ccc(NC(=S)Nc2ccc(OC)cc2C)cc1 (centres undefined),0.8,2.4,-11.7,-0.9,-5.8,-9.4,8.6,-3.8,-1.4
CCOC(=O)c1sc(-c2ccc(F)cc2)cc1N,0.3,-1.6,/,-3.5,-29.2,-13.7,-16.2,0.2,-9.1
Cc1cccc(OCCCC(=O)O)c1C,0.0,-0.3,-23.2,5.3,-10.1,-17.1,-6.2,-3.1,2.2
Cc1c([N+](=O)[O-])cc(C(=O)Oc2cccc(C(=S)N3CCOCC3)c2)cc1[N+](=O)[O-],0.6,3.1,-4.3,2.8,-5.6,-1.0,-5.4,2.6,-4.5
Cc1nnc(Sc2c(-c3ccccc3)c3ccc(Cl)cc3[nH]c2=O)s1,0.2,-2.9,3.0,4.6,-2.8,-3.6,-10.6,-8.4,37.1
COC(=O)c1ccccc1SC1CC(=O)N(c2ccccc2)C1=O (centres undefined),-0.1,5.8,-15.1,0.6,-6.7,-3.7,-4.3,-2.2,-9.1
CCCn1c(SCC(=O)Nc2ccc(Cl)cc2)n[nH]c1=O,1.7,1.9,-5.7,15.7,-0.1,1.6,-3.8,-0.8,-5.5
O=C(NCCCN1CCOCC1)c1cc(-c2ccc(O)cc2)on1,4.0,1.2,-11.6,10.8,-7.8,-10.8,-12.2,-0.2,-3.0
O=S(=O)(Cc1ccccc1)N1CCC(N2CCN(c3ccccc3)CC2)CC1,8.5,-0.3,0.9,3.1,3.3,-2.5,-2.3,2.9,-5.6
CCOC(=O)CN1N=C(c2ccc(Cl)s2)CSC1=O,0.2,-0.5,9.2,4.7,-6.4,6.3,22.9,3.9,-9.6
CCN(CC)CCCN(Cc1cc2cc3c(cc2[nH]c1=O)OCO3)C(=S)Nc1ccccc1,-1.4,-1.9,10.0,24.4,-11.8,4.2,-17.0,-8.7,-9.4
Cc1ccc2ccc(S(=O)(=O)n3nc(C)cc3C)cc2c1,1.5,1.1,-20.9,0.1,-12.4,-2.6,0.1,0.1,0.7
CCCC(=O)N1CCN(c2ccc(NC(=O)c3ccccc3)cc2)CC1,0.5,1.1,-20.1,3.8,-4.5,-31.9,2.9,0.0,-7.2
COc1ccc(C(CC(=O)Nc2ccc(C)cc2)NC(=O)C(F)(F)F)cc1 (centres undefined),0.5,-2.0,2.4,2.2,-16.4,-0.3,16.0,-2.9,-3.3
COc1ccc(C(=O)N2CCCC(c3nc(-c4ccc(OC)c(OC)c4)no3)C2)c(OC)c1 (centres undefined),-0.3,0.3,-16.6,-0.6,-9.8,3.0,-1.4,0.0,0.2[fluorescence artefact?]
Cn1c(=O)oc2cc(S(=O)(=O)N3CCC(C(=O)N4CCc5ccccc5C4)CC3)ccc21,-0.8,2.5,-17.1,-0.5,-10.5,-11.3,-6.9,-0.5,-11.8
CCOC(=O)c1c(C)c(C#N)c2c3ccccc3ccn12,0.1,-1.0,-5.6,-16.1,-19.3,-14.3,-2.7,-6.9,-8.9

# By substructure, those above containing a cyano group (2)
SMILES,zVAD death inh,Runt-CBFb FRET,MDM2 E3 inh,Hck Nef HTS,p47phox inh,EBV gp42 inh,Tb hexokinase,Runt-SMMHC FRET,14-3-3 Bad inh
Cc1csc(OCc2ccc(C#N)cc2)n1,0.2,-1.9,-6.8,0.1,-1.1,1.7,0.0,2.7,-0.3[fluorescence artefact?]
CCOC(=O)c1c(C)c(C#N)c2c3ccccc3ccn12,0.1,-1.0,-5.6,-16.1,-19.3,-14.3,-2.7,-6.9,-8.9

# Next compounds
SMILES,zVAD death inh,Runt-CBFb FRET,MDM2 E3 inh,Hck Nef HTS,p47phox inh,EBV gp42 inh,Tb hexokinase,Runt-SMMHC FRET,14-3-3 Bad inh
COc1ccc(-c2noc(CSc3nnc(CCc4ccccc4)n3-c3ccccc3)n2)cc1OC,-0.4,-3.0,-6.7,0.9,-21.9,4.0,-4.8,-2.4,-7.1
O=c1[nH]c(SCc2nc3ccccc3c(=O)n2-c2ccccc2C(F)(F)F)nc2ccccc12,1.2,0.8,-6.0,-0.7,-8.0,11.1,16.6,-1.6,18.0
O=C1C(Oc2ccccc2)C(c2cccs2)N1Cc1ccc2c(c1)OCO2 (centres undefined),-0.1,-3.3,-13.8,0.1,-5.3,-3.9,-2.7,1.3,-8.3
CCOc1ccc(S(=O)(=O)N(C)c2ccc(OCC(=O)NCC3CCCO3)cc2)cc1 (centres undefined),2.6,-1.6,-1.8,23.8,-6.8,-12.4,0.3,-2.5,-13.2
O=S(=O)(Nc1ccc(C(F)(F)F)cc1)c1cnc[nH]1,2.0,2.1,-17.2,-3.2,3.5,-26.3,-2.8,0.6,8.9
O=C(NCc1cccs1)c1cc(-c2ccccc2)nc2ccccc12,3.2,-1.4,-9.7,4.2,-4.4,8.4,-5.4,-0.8,2.9
COc1ccc(-c2nnc3ccc(SCC(=O)Nc4nccs4)nn23)cc1OC,1.1,-1.7,-4.6,1.0,-16.6,-16.9,-5.1,1.6,7.2
O=C(c1ccco1)N1CCN(C(=O)C2(S(=O)(=O)c3ccc(Cl)cc3)CC2)CC1,-0.3,-0.7,-7.5,-0.1,-11.1,-26.1,-5.0,-1.5,13.2
OCCC1CN(Cc2ccc3nsnc3c2)CCN1CCc1ccccc1 (centres undefined),0.8,0.4,-10.8,3.8,1.9,-2.6,0.3,2.8,-14.1
COc1ccc(OC)c(NC(=O)c2cc3ccccc3o2)c1,0.1,0.2,-13.2,6.2,1.6,-24.4,4.8,-3.1,12.1
Cc1sc2c(c1C)c(=O)n(-c1ccccc1)c1nncn21,-0.2,-0.5,-15.2,0.3,0.3,-3.1,1.8,3.1,/
CCCCNC(=O)CSc1nc2ccccc2c(=O)n1CC1COc2ccccc2O1 (centres undefined),0.1,-2.4,-28.3,-0.3,-7.0,-13.9,5.4,3.1,-10.3
CCNc1nc(NCC)n2c(SCC(=O)Nc3ccccc3[N+](=O)[O-])nnc2n1,0.6,-1.3,-0.8,5.0,1.7,-8.0,0.0,-0.3,7.6[fluorescence artefact?]
CCN(CC(=O)Nc1cc(OC)ccc1OC)Cc1nc2ccccc2c(=O)[nH]1,0.2,-2.2,1.7,20.8,-1.4,-20.8,-3.4,-1.7,-5.0
O=C(c1ccc(=O)[nH]n1)N1CCc2ccccc2C1,1.7,3.2,-9.0,0.8,-8.0,-18.8,-5.0,-9.1,-1.4
O=C(Nc1nnc(-c2ccccc2Cl)o1)c1cccnc1,0.0,1.2,-23.6,-1.7,-16.6,10.4,-1.8,1.4,6.7[fluorescence artefact?]
N/N=c1\sc2ccccc2n1-c1ccccc1,0.2,-3.7,-15.4,-0.7,-23.7,-2.1,-2.2,-6.4,59.0
O=C(COC(=O)/C=C/c1ccccc1)NCc1ccc(Cl)cc1,0.8,-2.6,5.4,7.8,-6.2,-2.4,2.8,-27.7,-3.0[fluorescence artefact?]
Nc1no[n+]([O-])c1-c1ccccc1,2.5,-0.2,-16.1,19.1,6.7,-9.1,-6.1,0.5,3.6
CCN(CC)CCNC(=O)c1ccc2c(c1)ncn2C1CCCCC1,93.2*,0.7,-8.3,-0.3,-16.9,4.3,-2.6,1.7,8.8
CC(=O)Nc1ccc(C=C(C(C)=O)C(C)=O)cc1,-1.4,2.0,-2.9,18.4,-9.6,-3.5,-62.9,-3.5,-2.3
O=C(N/N=C/c1coc2ccccc2c1=O)c1ccccc1,1.5,0.6,-12.8,87.3*,1.4,-3.2,-4.4,-1.6,-10.3
C=CCn1c(N)c(C(=O)N2CCN(C)CC2)sc1=S,0.1,1.7,-15.6,5.1,-10.6,-11.8,-29.2,-1.4,-0.9
O=C(O)c1cc([N+](=O)[O-])ccc1NCCO,-0.2,-1.7,-7.5,2.9,0.1,-22.1,24.7,-1.8,-21.3
O=C(CSc1ncnc2c1cnn2Cc1ccccc1)Nc1ccc2c(c1)OCCO2,0.3,0.4,-2.8,1.0,-1.1,-0.9,-6.0,1.0,-0.8
Cc1ccc2nsnc2c1S(=O)(=O)N1CCCC1C(=O)O (centres undefined),0.5,-0.3,-1.5,24.1,1.8,-7.5,-5.8,2.4,5.9
O=C(Cc1ccc2c(c1)OCCO2)N1CCN(S(=O)(=O)c2ccccc2C(F)(F)F)CC1,-0.2,-2.9,-2.0,-2.3,-2.9,-12.8,32.1,-2.8,-6.5
COc1ccc2nc(N3C(=O)CC(Cc4cc(C)cc(C)c4)C3=O)sc2c1 (centres undefined),-0.6,-2.3,-11.2,-1.6,-5.4,-5.3,-5.4,0.5,4.5
CC1=NN(c2ccc([N+](=O)[O-])cc2)C(c2ccccc2)C1 (centres undefined),1.4,-6.8,-13.3,25.2,-4.0,-15.3,6.0,-8.8,-9.1
